From PubChem
UPR XBP1 act: activators of adaptive arm of unfolded protein response (XBP1). CHO-XBP1 luciferase reporter, IRE1-XBP1 UPR activation, luminescence; percent of tunicamycin response, DMSO as zero. activation, % at 20 µM. 330,000 compounds, 0.33% hits. AID 463104;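 active = versus positive control, 20 µM dose yields 30% or more activation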;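 note: 100% = tunicamycin at 10 µg/mL and 0% = DMSO only wells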
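Material – CHO cell line with stable XBP1 luciferase reporter · Buffer or medium – F12 plus 10% FBS · Compound – single point, 20 µM final compound, 1% DMSO · Schedule – 16-18 h cell attachment at 37 °C, then 6 h compound exposure · Signal – Steady-Glo luminescence read · Benchmarks – high control tunicamycin 10 µg/mL final, low control DMSO vehicle only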
UPR CHOP act: apoptotic UPR (CHOP) activation; CHO-CHOP luciferase reporter, luminescence; percent of tunicamycin response over DMSO baseline; 330,000 compounds, 0.34% hits; activation, % at 10 µM;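 active = at 10 µM dose, activation of 40% or more, normalized to positive control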;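 note: 100% = tunicamycin at 10 µg/mL and 0% = DMSO alone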
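assay system = CHO CHOP reporter cells | amount = 500 CHO-CHOP cells per well | buffer or medium = F12 with 10% FBS | incubation = 16-18 h cell attachment, then 6 h compound exposure, 37 °C | detection = luminescence read with Steady-Glo | read-out = percent activation relative to tunicamycin control | controls = tunicamycin high control, DMSO low control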
NR3A LBD binder: modulators (binders) of human NR3A ligand-binding domain; NR3A LBD differential scanning fluorimetry, Tm shift; 0% = protein alone, 100% = glycine-bound protein; Tm shift relative to glycine control, % at 25 µM; 340,000 compounds, 2.5% hits; AID 1259313;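 active = melting temperature shift of at least 10% of the positive control shift, at one fixed dose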
NALP3 yeast inh: inhibitors of NALP3 inflammasome in yeast | 330,000 compounds, 0.39% hits | inhibition, % at 10 µM | AID 2825 | Yeast reconstituted NLRP3/ASC/caspase-1, beta-gal luminescence, 24 h;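 active = inhibition of 50% or more; inactive = inhibition below 50%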;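 note: plate controls were induced DMSO wells for no effect and uninduced yeast grown without galactose for full effect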
APJ ag: agonists of human APJ apelin receptor; P35414; CHO-K1 APJ PathHunter beta-arrestin, luminescence; 0% DMSO wells, 100% apelin; activation, % at 20 µM; 330,000 compounds, 0.11% hits; AID 2520;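 active = activation more than six SD over the plate average, tested at 20 µM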;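 note: 0% = DMSO alone and 100% = apelin-13 at 10 nM; some results filed as inactive read as strong as hits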
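Test system – PathHunter CHO-K1 APJ (AGTRL-1) beta-arrestin reporter cells · Input – 1000 cells/well · Compound – single test compound dose, 20 µM final, 1% DMSO · Times – compound stimulation 90 min at 25 °C, detection 60 min · Technique – beta-gal luminescence · Read-out basis – APJ–arrestin association signal · Control set – negative DMSO alone, positive Apelin-13 at 10 nM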
Mdm2 MdmX PPI: disrupts the human Mdm2-MdmX interaction. 330,000 compounds, 3% hits. inhibition, % at 8 µM. O15151+Q00987. SaOS-2 split-luciferase Mdm2/MdmX complementation, luminescence;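 active = inhibition of at least 50% at 8 µM in the primary screen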
Target sequence (O15151 whole entry, looked up): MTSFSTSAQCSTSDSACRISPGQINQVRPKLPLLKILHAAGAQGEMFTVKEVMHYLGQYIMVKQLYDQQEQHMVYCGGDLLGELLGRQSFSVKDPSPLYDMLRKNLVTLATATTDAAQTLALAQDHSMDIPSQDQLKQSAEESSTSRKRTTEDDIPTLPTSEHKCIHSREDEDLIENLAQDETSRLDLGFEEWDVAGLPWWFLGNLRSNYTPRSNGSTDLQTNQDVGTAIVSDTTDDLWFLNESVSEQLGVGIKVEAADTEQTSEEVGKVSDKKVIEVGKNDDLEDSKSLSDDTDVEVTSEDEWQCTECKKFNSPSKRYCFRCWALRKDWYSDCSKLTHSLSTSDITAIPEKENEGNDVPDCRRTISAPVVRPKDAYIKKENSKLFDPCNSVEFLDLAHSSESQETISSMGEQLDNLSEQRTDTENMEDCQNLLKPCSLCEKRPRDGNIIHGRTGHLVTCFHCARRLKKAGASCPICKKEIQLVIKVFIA
Target sequence (Q00987 whole entry, looked up): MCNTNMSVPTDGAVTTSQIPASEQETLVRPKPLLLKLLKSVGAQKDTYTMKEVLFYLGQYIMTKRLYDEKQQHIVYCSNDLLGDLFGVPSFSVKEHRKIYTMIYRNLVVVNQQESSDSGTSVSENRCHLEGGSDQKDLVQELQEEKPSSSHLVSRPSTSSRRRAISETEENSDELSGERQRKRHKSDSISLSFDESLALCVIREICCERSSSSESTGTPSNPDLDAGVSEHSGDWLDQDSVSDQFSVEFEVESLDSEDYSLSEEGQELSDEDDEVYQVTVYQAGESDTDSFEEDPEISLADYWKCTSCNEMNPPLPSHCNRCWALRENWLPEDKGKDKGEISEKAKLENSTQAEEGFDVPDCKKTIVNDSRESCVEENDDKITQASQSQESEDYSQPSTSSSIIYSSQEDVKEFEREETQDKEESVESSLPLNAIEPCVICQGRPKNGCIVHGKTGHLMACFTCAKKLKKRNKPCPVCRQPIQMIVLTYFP
TIM10 inh: growth inhibitors of TIM10 yeast strain. S. cerevisiae TIM10 strain growth, BacTiter-Glo luminescence, 24 h. inhibition, % at 10 µM. 330,000 compounds, 1.4% hits;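 active = inhibition of 40% or more at the single tested concentration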;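 note: wild-type TIM10 isogenic control strain grown at permissive 25 °C; 0% = DMSO yeast wells and 100% = minimal medium wells without yeast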
tim10-1 inh: tim10-1 yeast growth inhibition. S. cerevisiae tim10-1 ts strain growth, BacTiter-Glo, 24 h. inhibition, % at 20 µM. 330,000 compounds, 2.2% hits;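 active = inhibition of at least 40%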;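 note: mutant grown at 25 °C; 0% = DMSO wells with yeast and 100% = wells holding no yeast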
tim23-1 inh: tim23-1 yeast growth inhibition; S. cerevisiae tim23-1 growth, BacTiter-Glo luminescence, 24 h; inhibition, % at 20 µM; 330,000 compounds, 1.3% hits; AID 463212;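 active = growth inhibition of the mutant yeast at or above 50%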;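 note: temperature-sensitive mutant grown at 25 °C; plate controls were DMSO-treated mutant yeast for no effect and medium wells lacking yeast for full effect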
* marks the source's active call; other numbers are inactive results; . = no result given.

The line under a structure holds: UPR XBP1 act, UPR CHOP act, NR3A LBD binder, NALP3 yeast inh, APJ ag, Mdm2 MdmX PPI, TIM10 inh, tim10-1 inh, tim23-1 inh
COc1cc2nc(-c3ccccc3C)oc(=O)c2cc1OC
 : -4.4, 2.4, -3.4, 18.0, 1.6, -3.4, 15.3, 16.1, 22.3
O=C(COC(=O)c1ccc(Br)o1)NCCCc1ccccc1
 : -2.1, -0.8, 0.3, 15.0, -2.5, -11.5, 17.4, 14.5, 10.5
Cc1ccc(NC2=NC(c3ccccc3)n3c(nc(C)cc3=O)N2)cc1 (stereo unspecified)
 : 0.2, -2.8, -1.0, 9.0, -4.9, -9.2, 8.6, -5.8, 6.0
Clc1ccc(N2N=C(c3cccs3)CC2c2ccco2)cc1 (stereo unspecified)
 : 5.8, 4.8, -12.6, 8.5, -3.2, 25.1, 9.0, 10.8, 18.3
O=C(NNC(=O)c1ccccc1[N+](=O)[O-])c1csc(N2CCOCC2)n1
 : 0.5, 0.6, 3.2, 18.8, 7.0, 19.4, -0.9, -10.3, 2.2
Cc1ccccc1C(=O)c1cccn1CC(=O)NCc1ccc(Cl)cc1
 : 2.3, 0.3, -1.9, 30.6, -3.6, 9.3, 14.2, 7.3, 10.6
CCCc1cc(C(=O)OC)c2ccccc2n1
 : -0.6, 0.7, -0.9, -0.6, -0.6, 11.1, 1.2, 6.7, -4.5
Cc1ccccc1C(=O)Nc1ccnn1C1CCN(Cc2cnn(C)c2)CC1
 : -4.8, -1.1, -2.5, 6.9, 6.3, -1.3, 4.2, 0.4, -1.5
Oc1[nH]c2ccccc2c1N=Nc1ncnc2c1oc1ccccc12
 : 5.0, 5.7, ., 10.8, -1.5, 100.4*, 5.3, 7.1, -0.4
CCC(C(=O)OCC(=O)NC(=O)c1ccccc1)c1ccccc1 (stereo unspecified)
 : -4.2, -0.8, 1.6, 26.4, -2.0, 10.5, 6.7, 13.8, 7.5
O=C(CNC(=O)c1ccc(Br)cc1)NCc1cccnc1
 : -0.5, 0.6, -3.5, 5.5, -3.7, -3.9, -0.2, -8.1, 0.9
COc1ccc(NC(=O)O/N=C/c2ccc(Br)cc2)cc1
 : -0.1, 1.7, 34.1*, 15.1, -0.9, -17.4, 5.9, -1.4, 25.5
COc1ccc(-n2c(SCC(=O)Nc3ccc4c(c3)OCO4)nc3ccccc3c2=O)cc1
 : -2.3, 0.4, -2.5, -0.6, -0.7, -3.0, 14.0, 40.4*, 31.7
Cc1cc(C)n2c(SCC(=O)NC3CCCCC3C)nnc2n1 (stereo unspecified)
 : 1.1, 1.0, -1.6, 8.7, -2.6, 6.7, 5.9, 11.7, 7.5
Cn1cnc2cc(NCc3ccc(Cl)cc3)ccc21
 : -1.2, 10.2, -1.3, 29.7, -1.6, -58.1, -2.9, -17.1, 23.1
O=C1CN(C(=O)N[C@@H](Cc2ccccc2)C(=O)N[C@@H](C(=O)O)c2ccccc2)c2ccccc2N1
 : -3.3, -0.4, 1.7, 10.4, -0.8, -1.2, 4.2, -11.7, 7.7
CNC(=O)Nc1cc(C)nn1C
 : 1.4, -1.8, -1.3, -7.0, 0.1, 14.8, -2.7, 8.7, 3.5
CC(OC(=O)c1ccc2c(=O)n3c(nc2c1)CCCCC3)C(=O)Nc1ncc(Cl)cc1Cl (stereo unspecified)
 : 0.8, -1.3, -5.2, 1.1, -2.3, 14.2, -0.2, -11.0, -13.9
Cc1cc(C)cc(NC(=O)CC23CC4CC(C2)CC(n2nnc(C)n2)(C4)C3)c1
 : 0.2, 0.8, 1.8, 6.9, 2.5, -25.2, 19.0, 34.6, 43.8
COc1ccc(NC(=O)Nc2cccc3ccccc23)cc1S(N)(=O)=O
 : -1.5, 0.1, -14.8, 18.2, 2.5, -5.4, 3.7, -5.5, 6.6

Single records, as listed above.
Record of O=C(CNC(=O)c1ccc(Br)cc1)NCc1cccnc1 → UPR XBP1 act: -0.5; UPR CHOP act: 0.6; NR3A LBD binder: -3.5; NALP3 yeast inh: 5.5; APJ ag: -3.7; Mdm2 MdmX PPI: -3.9; TIM10 inh: -0.2; tim10-1 inh: -8.1; tim23-1 inh: 0.9
Record of O=C1CN(C(=O)N[C@@H](Cc2ccccc2)C(=O)N[C@@H](C(=O)O)c2ccccc2)c2ccccc2N1 → UPR XBP1 act: -3.3; UPR CHOP act: -0.4; NR3A LBD binder: 1.7; NALP3 yeast inh: 10.4; APJ ag: -0.8; Mdm2 MdmX PPI: -1.2; TIM10 inh: 4.2; tim10-1 inh: -11.7; tim23-1 inh: 7.7

The listing continues.
The line under a structure holds: UPR XBP1 act, UPR CHOP act, NR3A LBD binder, NALP3 yeast inh, APJ ag, Mdm2 MdmX PPI, TIM10 inh, tim10-1 inh, tim23-1 inh
CCOC(=O)c1c(N2CCN(c3ccccc3)CC2)cc(C)nc1C
 : 0.4, -0.5, -1.8, 21.2, -1.6, 6.1, 0.0, 10.7, -0.4
c1ccc(-c2ccccc2OCCOCCN2CCNCC2)cc1
 : 1.1, 0.3, 3.6, 0.5, -4.8, -23.4, 20.1, 14.3, 4.3
COc1ccccc1C(=O)NCCC(=O)N(C)CC(=O)Nc1ccc(N2CCOCC2)cc1
 : 2.0, -1.1, -1.1, -10.7, -3.6, 23.0, 3.7, 6.1, 7.3
O=C(c1ccc2c(c1)OCO2)C1CCCN(C(=O)C2CCOCC2)C1 (stereo unspecified)
 : -1.3, 0.3, 2.5, 12.8, -3.9, 7.2, -0.7, 5.5, 1.7
CC(C)(C)c1ccc(OCC(=O)Nc2ccc(-c3nc4cccnc4o3)cc2)cc1
 : -2.5, 1.9, -8.3, 10.1, 1.4, -15.3, 4.6, 7.7, 12.9
CC(C)NCC(O)Cn1c2c(c3ccccc31)CCc1c-2cnn1-c1ccccc1 (stereo unspecified)
 : 12.2, 2.0, -5.3, 20.6, 7.1, 98.1*, 9.6, 20.1, -17.1
Cc1cccc(N2CCN(S(=O)(=O)c3ccc4c(c3)CCC(=O)N4)CC2C)c1 (stereo unspecified)
 : -0.7, -1.3, 0.3, 5.0, -4.8, 4.4, 10.8, 6.6, 4.7
Cc1cccc(NC(=O)C(=O)NCc2ccccn2)c1
 : -0.4, -1.3, 0.1, 22.3, 0.1, 6.2, 9.8, 4.5, 18.2
CCCCSC1=C(C#N)C(c2ccccc2C)C(C(=O)OCC)C(=O)N1 (stereo unspecified)
 : -2.6, 0.9, 0.7, 14.1, -0.7, -7.7, 25.7, 28.2, 33.6
CCc1nn(CC(=O)N2CC(C)CC(C)C2)c(=O)c2cccn12 (stereo unspecified)
 : 0.6, 0.4, 1.3, -0.3, -3.0, 6.5, -2.7, 2.1, 3.3
Cc1cc(C)nc(N2CCCC(C(=O)NCc3ccccc3)C2)n1 (stereo unspecified)
 : 1.8, -1.0, -1.7, 10.9, -3.3, 18.3, 9.7, 7.8, -3.2
Cc1ccccc1Nc1nc(-c2cccnc2)cs1
 : 1.9, 8.2, 0.3, 24.2, -1.7, -65.8, 8.0, -3.2, 33.4
O=C(CSc1ncccc1-c1nc2ccccc2[nH]1)Nc1ccc2c(c1)OCCO2
 : -1.0, 3.0, 1.2, -0.2, 0.0, 10.4, -16.1, -9.5, -11.5
Cc1ccc(NS(=O)(=O)c2ccc(CCC(=O)O)cc2)cc1
 : -1.1, 0.0, 1.7, 7.1, -3.6, -13.0, -1.0, 10.9, -1.2
CCN(CC)C1=NS(=O)(=O)c2cc([N+](=O)[O-])ccc21
 : -4.0, 0.0, -3.2, 10.8, 5.2, -11.7, 11.3, 30.9, 35.2
CCOC(=O)c1cc2c(=O)n3ccccc3nc2n(Cc2ccco2)c1=NC(=O)c1ccc(OC)cc1
 : -3.0, 0.1, -9.3, -3.4, -1.7, 7.1, 14.0, 23.9, 8.2
COc1ccc(-c2[nH]ncc2CNCCCSC)cc1F
 : 0.5, 0.1, -0.9, -7.4, -3.2, 12.4, -6.2, -8.4, 14.5
CN1C(=O)[C@H]2[C@@H](C3CC3)N3C(=O)CN(CCO)C(=O)[C@@]3(Cc3ccccc3)[C@H]2C1=O
 : 2.0, 3.2, -0.6, 10.6, 0.1, 20.4, -6.7, -1.9, 17.4
C=C1CCN([C@H](C(=O)OCc2cccc(C)c2)C(C)C)S(=O)(=O)c2ccccc21
 : -0.1, 2.2, 1.6, -2.6, 2.1, 1.0, 7.7, 44.2*, 18.7
COc1ccc(OCCC(=O)OCC(=O)NCc2ccco2)cc1
 : -1.2, -0.8, 2.4, -4.3, 12.4, 5.5, 15.2, 3.6, 28.0
COCCNc1nc2c(S(=O)(=O)c3cc(C)ccc3C)nnn2c2ccccc12
 : -0.1, -1.5, -6.3, -11.1, 0.6, 18.6, 7.2, 8.2, 8.4
CN1CCN(CC(=O)Nc2nc(-c3ccccc3)cs2)CC1
 : -1.6, -1.3, 13.1*, 4.9, -0.2, -2.8, 6.7, -1.3, -94.7
C[C@@H](C(=O)NCC1CCCO1)N1C(=O)N2CCc3c([nH]c4ccccc34)[C@@]2(C)C1=O (stereo partly specified)
 : -0.8, -0.6, -0.7, -2.8, -3.7, 25.6, -8.4, -9.4, -3.3
O=[N+]([O-])c1ccccc1/C=C/C=N/N1CCCCC1
 : 7.3, 8.1, -1.2, 29.3, -1.9, -88.7, 14.2, 13.3, -1.0
COc1ccc(N(CC(=O)Nc2cccc(C(C)=O)c2)S(C)(=O)=O)cc1OC
 : -2.3, -0.6, -1.6, 0.3, -1.9, -11.7, -4.0, -5.3, 13.7
COc1ccc(C(=O)/C=C/Nc2cc(C)on2)cc1
 : 1.6, 1.7, -7.7, 31.2, -2.8, -55.4, -13.0, -57.5, 13.6
COc1cccc(C2=NOC(C(=O)Nc3c(C)n(C)n(-c4ccccc4)c3=O)C2)c1 (stereo unspecified)
 : 0.8, 0.8, -2.4, -3.0, 6.7, 5.2, -6.9, 25.2, 15.4
O=C1CSC(c2cccnc2)N1CC1CC1 (stereo unspecified)
 : 3.3, -2.8, 0.0, 26.2, -0.4, 4.9, -7.7, -26.4, -8.1
O=C(N1CCOCC1)C1(c2ccc(Cl)cc2)CCCC1
 : -0.7, -0.9, -0.2, 17.9, -4.6, -9.0, -12.9, 15.8, 8.7
